# Screening data deposited in PubChem BioAssay by several laboratories.
# Yfh1-off respiration = mitochondrial function rescue without frataxin homolog – Friedreich's ataxia, plus single-dose screen, dose response (AID 1465). S. cerevisiae Yfh1-off respiration, WST-1 reduction, 72 h; higher fold induction means a stronger effect. fold induction at 50 µM, or EC50 in µM where a hit was titrated. hit rate 0.074% among 220,000;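 active = fold induction of absorbance versus untreated yeast above a set limit, then at least 30% activation at any dose in follow-up; inconclusive = repeats straddling the limit, or above it without dose testing; inactive = fold induction below the set limit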;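 note: activators that raise dye reduction in frataxin-depleted yeast; strong numbers were not always called active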
# GPR55 activation = GPR55 agonists via beta-arrestin recruitment, primary screen, imaging, U2OS cells, beta-arrestin-GFP redistribution (AID 1961) | hit rate 0.048% among 290,000 | U2OS GPR55 beta-arrestin-GFP redistribution imaging; higher % means a stronger effect | one-dose activation, % at 10 µM; EC50 in µM for titrated hits;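 active = activation above 40% with more than 50 cells counted in the well; inconclusive = wells holding fewer than 50 cells, flagged as toxic or sparse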;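 note: U2OS osteosarcoma cells stably expressing GPR55 and beta-arrestin-GFP; plate controls were DMSO negative control for no effect and LPI positive control for full effect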
# NOD2 inhibition = NOD2 signaling inhibitors, cell-based, luminescence, uHTS, HEK293 (AID 1566); inhibition, % at 4 µM; hits with a dose series show EC50 in µM; HEK293 NOD2/NF-kB luciferase reporter, luminescence; higher % means a stronger effect; hit rate 0.63% among 290,000; note: many of its hits are not listed in these tables
# CSM14.1 death rescue = rescue of cells from ER stress-induced death, primary screen, 384-well, CSM14.1, thapsigargin, ATP luminescence (AID 1222) | CSM14.1 thapsigargin-induced death rescue, ATP luminescence; higher % means a stronger effect | cellular ATP content (survival), % at 20 µM; hits with a dose series show EC50 in µM | 190,000 tested, under 10 active;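 active = EC50 below 50 µM in the dose-response confirmation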;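 note: death triggered by thapsigargin at about 15 µM added after 2 h compound pretreatment; cell ATP read after overnight thapsigargin exposure of roughly 18 to 22 hours; normalized against plate controls of thapsigargin alone and 5% DMSO vehicle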
# TNAP activators = stimulation of alkaline phosphatase TNAP activity – biochemical, luminescent, no phosphate acceptor, uHTS, primary screen (AID 1001); purified TNAP, luminescent activation assay, no phosphate acceptor; higher activation fold means a stronger effect; activation fold at 20 µM, or EC50 in µM where a hit was titrated; hit rate 0.03% among 200,000; in the data active = activation fold from about 3, or a potency from the dose series; inactive = the rest, 99 in 100 with activation fold below about 1.6; note: many of its hits are not listed in these tables
# NOD1 inhibition = NOD1 signaling inhibitors, primary screen, cell-based, luminescence, uHTS (AID 1578). NOD1-driven NF-kB luciferase reporter cells, luminescence; higher % means a stronger effect. one-dose inhibition, % at 4 µM; EC50 in µM for titrated hits. hit rate 1% among 290,000; in the data active = inhibition mostly above about 36%, no sharp cut-off; inactive = mostly below about 34%;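 note: HEK-293T reporter cells stimulated with the NOD1 agonist gamma-tri-DAP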
# KOR beta-arrestin-1 = KOR antagonists, beta-arrestin recruitment, cell-based, luminescence, uHTS (AID 1778); KOR beta-arrestin recruitment, luminescence, antagonist mode; higher % means a stronger effect; inhibition, % at 10 µM; hits with a dose series show IC50 in µM; hit rate 0.091% among 290,000; note: strong numbers were not always called active
# NTR1 agonist = NTR1-driven beta-arrestin-GFP spot formation – imaging, U2OS cells, high content, primary screen (AID 493036); activation, % at 20 µM; agonist mode; P30989; hit rate 0.17% among 330,000;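 active = activation at or above 40% of the spot to cytoplasm intensity ratio, with at least 20 cells analyzed; inconclusive = wells under 20 cells, flagged as cytotoxic or low count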;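 note: 0% = DMSO without peptide and 100% = 100 nM NTR1 peptide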
# Target sequence (P30989 whole entry, looked up): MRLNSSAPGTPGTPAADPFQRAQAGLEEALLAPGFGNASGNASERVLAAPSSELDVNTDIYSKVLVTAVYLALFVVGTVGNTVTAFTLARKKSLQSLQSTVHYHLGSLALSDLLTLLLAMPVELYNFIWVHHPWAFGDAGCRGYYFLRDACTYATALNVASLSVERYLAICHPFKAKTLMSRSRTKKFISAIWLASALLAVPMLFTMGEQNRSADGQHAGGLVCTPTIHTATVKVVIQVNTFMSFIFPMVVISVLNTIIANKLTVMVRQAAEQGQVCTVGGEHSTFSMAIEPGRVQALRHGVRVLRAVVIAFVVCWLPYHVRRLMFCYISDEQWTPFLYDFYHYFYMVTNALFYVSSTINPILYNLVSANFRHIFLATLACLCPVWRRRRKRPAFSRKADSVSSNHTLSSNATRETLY
# KOR beta-arrestin-2 = kappa opioid receptor activators – cell-based, luminescence, uHTS, primary screen (AID 1777); activation, % at 10 µM, or EC50 in µM where a hit was titrated; KOR beta-arrestin recruitment, luminescence; higher % means a stronger effect; hit rate 0.02% among 280,000; in the data active = activation above about 50%, passing the limit was not always enough; note: a part of the inactive calls stands beside numbers as strong as those of hits
# NTR1 agonist cell count 20 µM = further read-out of NTR1 agonist, marked with its call; cell count; measured here: cell count, cytotoxicity flag
# Active calls of the source: *; i = inactive; ? = inconclusive; / = not tested or not shown; [ ] = dose if it differs, or a comment. Cut-off read from the data, not from the text of the source, unless noted: active = inhibition above about 50%; inactive = the rest. The list is partial, so the mix of outcomes need not match the whole.
SMILES,Yfh1-off respiration,GPR55 activation,NOD2 inhibition,CSM14.1 death rescue,TNAP activators,NOD1 inhibition,KOR beta-arrestin-1,NTR1 agonist,NTR1 agonist cell count 20 µM,KOR beta-arrestin-2
CCCOc1ccc(C(CC(=O)O)NC(=O)c2ccc3c(c2)OCO3)cc1 (stereo not drawn),i,-0.1%,12%,0.6%,1.2,-15%,-16%,0.8,52,-1.3%
Cn1cnc2cc(NCc3cccs3)ccc21,/,0.1%,-30%,-1.7%,1.1,-38%,13%,-0.1,66,-2.2%
Cc1ccc(C)c2[nH]c(=O)c(CCNC(=O)c3ccco3)cc12,i,0.5%,16%,-1.3%,1.1,-15%,-18%,1.5,95,-4.8%
Cn1c(SCC(=O)N2CCOCC2)nnc1-c1cnccn1,i,-0.2%,-1%,-2.9%,1.1,-12%,-54%,0.0,76,-2.7%
CCN(CC)c1ccc(/C=N/N2CCN(Cc3ccc(C)cc3C)CC2)c(O)c1,i,?,16%,-1.6%,1,2%,22%,-1.0,77,-6.4%
COc1ccccc1N1CCN(C(=O)c2ccc3nc(-c4ccco4)c(-c4ccco4)nc3c2)CC1,i,0.0%,15%,2.8%,1.1,10%,-6%,4.4,83,-4.9%
Cc1ccc(S(=O)(=O)Nc2ccc(-n3cnnn3)cc2)cc1,/,-0.2%,10%,/,/,-28%,-27%,0.9,56,-3.6%
CCOC(=O)c1cnc2oc3ccccc3n2c1=O,/,-0.1%,-7%,/,/,9%,5%[20 µM],3.6,48,2.5%
CN1CC(=O)N2Cc3[nH]c4ccccc4c3C[C@H]2C1=O,/,-0.1%,11%,/,/,6%,21%,-0.9,92,-7.2%
O=C(Oc1cccc2cccnc12)c1cccs1,i,-0.1%,-9%,-4.0%,1.1,-9%,36%,1.2,29,-1.8%
Cn1c(=O)c(=O)n(C)c2cc(S(=O)(=O)CCC(=O)Nc3ccc(C(F)(F)F)cc3)ccc21,/,0.3%,2%,/,/,-21%,6%,0.6,73,0.2%
Nc1ccc2nc(SCc3ccc([N+](=O)[O-])cc3)sc2c1,/,-0.1%,-18%,2.4%,1,20%,11%,5.3,52,-1.0%

# Compounds shown so far that have a carbonyl joined to an NH by a bond outside any ring (3):
SMILES,Yfh1-off respiration,GPR55 activation,NOD2 inhibition,CSM14.1 death rescue,TNAP activators,NOD1 inhibition,KOR beta-arrestin-1,NTR1 agonist,NTR1 agonist cell count 20 µM,KOR beta-arrestin-2
CCCOc1ccc(C(CC(=O)O)NC(=O)c2ccc3c(c2)OCO3)cc1 (stereo not drawn),i,-0.1%,12%,0.6%,1.2,-15%,-16%,0.8,52,-1.3%
Cc1ccc(C)c2[nH]c(=O)c(CCNC(=O)c3ccco3)cc12,i,0.5%,16%,-1.3%,1.1,-15%,-18%,1.5,95,-4.8%
Cn1c(=O)c(=O)n(C)c2cc(S(=O)(=O)CCC(=O)Nc3ccc(C(F)(F)F)cc3)ccc21,/,0.3%,2%,/,/,-21%,6%,0.6,73,0.2%

# Two neighbouring compounds out of the list so far, for reference:
SMILES,Yfh1-off respiration,GPR55 activation,NOD2 inhibition,CSM14.1 death rescue,TNAP activators,NOD1 inhibition,KOR beta-arrestin-1,NTR1 agonist,NTR1 agonist cell count 20 µM,KOR beta-arrestin-2
Cn1c(=O)c(=O)n(C)c2cc(S(=O)(=O)CCC(=O)Nc3ccc(C(F)(F)F)cc3)ccc21,/,0.3%,2%,/,/,-21%,6%,0.6,73,0.2%
Nc1ccc2nc(SCc3ccc([N+](=O)[O-])cc3)sc2c1,/,-0.1%,-18%,2.4%,1,20%,11%,5.3,52,-1.0%

# The listing continues:
SMILES,Yfh1-off respiration,GPR55 activation,NOD2 inhibition,CSM14.1 death rescue,TNAP activators,NOD1 inhibition,KOR beta-arrestin-1,NTR1 agonist,NTR1 agonist cell count 20 µM,KOR beta-arrestin-2
Cc1ccccc1CSc1ncc(C#N)c(N)n1,/,-0.1%,-53%,-0.5%,1.1,-65%,-3%,0.7,64,0.3%
Cc1ccc(SCCNC(=O)CN(c2ccc3c(c2)OCO3)S(C)(=O)=O)cc1,i,0.2%,-19%,-1.9%,1.2,-15%,25%,-0.8,60,-6.7%
CC1(C)CC(=O)C(N=Nc2c(Cl)cc(Cl)cc2Cl)=C(O)C1,i,-0.1%,9%,-1.4%,1.1,-27%,26%,2.1,49,-0.8%
CC(=O)Nc1nc2c(s1)C(=O)NCCC2,i,-0.1%,2%,-2.6%,0.9,-27%,-9%[20 µM],0.8,38,-4.8%
C/C=C/C=C\C(=O)Nc1cccc(C2=NOC3(C2)C[C@H](C(N)=O)N(C(=O)CC#N)C3)c1 (stereo partly drawn),i,-0.2%,12%,/,/,5%,4%,3.9,65,1.8%
CC(C)(CO)NS(=O)(=O)c1ccc2c(c1)C(=NO)c1cc(S(=O)(=O)NC(C)(C)CO)ccc1-2,i,0.3%,-8%,-2.3%,1,-19%,-15%,-0.1,47,-1.1%
Cc1ccc(S(=O)(=O)/N=c2\sccn2C)cc1,i,0.0%,0%,0.3%,1.1,4%,-22%,-2.9,75,2.8%
C=CCn1c(SCC(=O)Nc2ccccc2OC)nc2c([nH]c3ccccc32)c1=O,/,0.0%,-30%,/,/,-26%,12%,4.0,72,-2.6%
CC(=O)c1ccc(S(=O)(=O)NCCCC(=O)NCCc2ccccn2)cc1,i,-1.0%,1%,0.9%,1.1,-9%,-17%,0.5,78,/
Cc1ccccc1Cn1c(O)c(N=NC(=S)Nc2ccccc2F)c2ccccc21,i,0.1%,13%,-7.2%,0.8,-2%,-9%,0.3,40,-0.5%
COc1ccc(CN(C)C(=O)Cc2c[nH]c3ccccc23)c(OC)c1OC,/,0.0%,3%,/,/,-11%,5%,/,/,-3.6%
Cn1cc([N+](=O)[O-])c(C(=O)NC2CCCCCCC2)n1,/,0.3%,0%,/,/,20%,16%,0.9,70,-2.9%
CC(C)CCn1c(=O)[nH]c2ccccc21,/,-0.3%,17%,/,/,0%,13%,1.8,67,4.7%
O=C(CSc1ccccn1)NC1CCCC1,i,0.2%,19%,-2.2%,1.1,-14%,-7%,-0.3,53,-4.9%
C[C@@H]1NC(=O)[C@H](CCC(N)=O)NC(=O)c2cc([N+](=O)[O-])cc(I)c2NCCC[C@@H](C(N)=O)NC1=O,i,-0.1%,26%,-2.7%,1.1,-5%,22%,0.1,77,1.4%
COc1ccc(C2c3c(-c4ccccc4O)n[nH]c3C(=O)N2Cc2ccco2)cc1 (stereo not drawn),i,0.7%,12%,/,/,-6%,24%,11,58,-3.4%
CCCCn1nnnc1SCC(=O)NCc1ccccc1,i,0.6%,2%,-1.8%,1.1,11%,-12%,1.1,71,0.0%
Cc1cc(C)c2[nH]c(=O)c(CN(CC3CCCO3)C(=O)C3CCCO3)cc2c1 (stereo not drawn),i,-0.3%,-5%,2.5%,1.1,-6%,36%,1.4,43,24%
CCC(C(=O)O/N=C(\N)c1ccccc1)c1ccccc1 (stereo not drawn),i,0.0%,-5%,-3.5%,1.1,-8%,-28%,-3.1,100,2.9%
N=C1C(c2nc(-c3ccc(F)cc3)cs2)=C(O)CN1CCCN1CCOCC1,i,2.2%,3%,-0.5%,1,36%,-20%,1.0,41,1.3%
COc1cccc(/C=N/n2c(C3CCCCC3)n[nH]c2=S)c1OC,/,0.3%,3%,/,/,-6%,-10%,1.2,48,-3.2%
CCc1ccc(NC(=O)c2cc(-c3ccc(OC)cc3)on2)cc1,i,-0.2%,14%,-1.1%,1,-11%,-42%,-0.8,65,21%
COc1ccc(CCNC(=O)C(C(=O)c2ccc(F)cc2)n2ccccc2=O)cc1OC (stereo not drawn),i,0.5%,22%,-1.7%,1.1,18%,-40%,1.1,40,-3.9%
Cc1ccc(NC(=O)CN(c2ccc3c(c2)OCO3)S(=O)(=O)c2c(C)n[nH]c2C)cc1,i,0.4%,-19%,-2.3%,1,6%,-33%,1.4,49,6.1%
Fc1ccc(N2CCN(Cc3c[nH]c4ccccc34)CC2)cc1,i,-0.2%,3%,/,/,-4%,-19%,-0.6,40,-0.2%
O=[N+]([O-])c1ccc(O)c(-c2nn[nH]n2)c1,i,-0.1%,-17%,-3.6%,1,-15%,-34%,0.1,56,-4.7%
N#C/C(=C\c1cn(Cc2ccccc2C#N)c2ccccc12)C(=O)NCc1cccs1,/,-0.1%,-26%,-1.8%,1,-36%,-54%,3.2,57,6.3%
COc1ccccc1C(=O)NCCC(=O)N1CCCC(C)C1 (stereo not drawn),/,0.6%,-2%,/,/,-45%,-22%,2.0,48,7.9%
Cn1c(=O)c2c(nc(Oc3ccccc3Br)n2C)n(C)c1=O,/,-0.3%,16%,/,/,0%,19%,/,/,-4.2%
COc1ccc(CCNC(=O)CN2C(=O)NC(C)(c3ccc([N+](=O)[O-])cc3)C2=O)cc1 (stereo not drawn),i,-0.6%,-15%,-1.4%,1.1,24%,21%,2.1,47,1.5%
COc1ccccc1NC(C)C(=O)N/N=C/c1ccccc1OCc1cccc(Br)c1 (stereo not drawn),i,0.4%,0%,4.8%,1.3,8%,16%,-0.1,80,10%
COc1ccccc1CNc1ncnc2cc(OC)c(OC)cc12,i,0.0%,-1%,-1.6%,1.1,-12%,6%,0.0,44,-3.7%
Cn1c(=O)c2c(nc(NCc3cccnc3)n2Cc2cccc(C(F)(F)F)c2)n(C)c1=O,i,0.0%,2%,0.4%,0.9,14%,-9%,0.6,49,6.9%
Cc1c(CCOC(=O)CC23CC4CC(CC(C4)C2)C3)sc[n+]1CC(=O)c1ccc(Br)cc1,/,-0.2%,2%,-4.1%,0.9,-29%,34%,11,84,19%
COc1ccc(CCNC(=S)NC(=O)c2ccc(Br)cc2)cc1OC,i,-0.1%,29%,0.7%,1.1,20%,3%[20 µM],4.9,33,/
Cc1ccccc1NN=Nc1nc2c([nH]1)c(=O)n(C)c(=O)n2C,i,0.5%,14%,0.8%,1.2,-16%,34%,/,/,1.6%
C/C(CC(=O)Nc1ccc(Cl)c(C(F)(F)F)c1)=N\NC(=O)c1cccc(O)c1,i,0.2%,-1%,-2.4%,1.3,0%,34%,-5.4,54,-2.0%
CSc1ccc(C#N)cc1NC(=O)c1ccccc1C,i,-0.1%,1%,-1.9%,1.1,-43%,1%,0.2,62,-0.8%
CN1CCN(C(=O)/C(=C\c2cccnc2)NC(=O)c2cccc(Br)c2)CC1,/,-0.2%,6%,/,/,-12%,15%,-0.1,63,-5.0%
CCOC(=O)c1nc2sc3c(c2c(=O)n1C(C)C(=O)OCC)CCCC3 (stereo not drawn),i,0.1%,15%,0.1%,1.1,-30%,4%,3.8,38,-3.2%
O=C(C1CCN(S(=O)(=O)N2CCOCC2)CC1)N1CCN(c2ccccc2F)CC1,i,0.2%,24%,2.0%,1.1,-28%,1%,-0.7,38,-2.1%
COc1ccc(C2C(C(=O)N3CCCC3)c3cc(OC)c(OC)cc3C(=O)N2C)cc1 (stereo not drawn),i,0.3%,14%,-1.6%,1.1,-11%,-14%,-0.2,84,-1.3%
